# LRH-1 inv ag – NR5A2 inverse agonism in reporter assay; O00482; AID 602396; HEK293T StAR-luciferase reporter, LRH-1 transfected, 24 h; inhibition, % at 3.6 µM; actives 0.13% (n = 360,000);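 active means inhibition above the mean inhibition of all tested compounds plus 3 SD, cut at about 73% in these data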;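 further: 0% = DMSO wells and 100% = reporter-only cells lacking LRH-1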
# TLR9-MyD88 block – TLR9-MyD88 interaction inhibition | Q9NR96+Q99836 | CHO BLA complementation TLR9-MyD88, CCF4 FRET ratio | inhibition, % at 4.98 µM | actives 0.21% (n = 340,000) | AID 504734;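 active means inhibition above the mean over all tested compounds plus 3 SD, cut at about 21% in these data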;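 further: 0% = DMSO only wells and 100% = clavulanate BLA inhibitor control wells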
# LMP1 NFkB inh – inhibitors of Epstein-Barr LMP1-induced NF-kappaB reporter; LMP1-induced NF-kappaB luciferase reporter cells, luminescence; inhibition, % at 12.5 µM; actives 0.69% (n = 350,000); AID 504558; in the data active means inhibition above about 41%;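 further: 0% = neutral control wells and 100% = reference inhibitor control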
# SRC2 inh – inhibits human steroid receptor coactivator 2; Q15596; HEK293 GAL4-SRC2 luciferase reporter, luminescence; inhibition, % at 9 µM; actives 0.17% (n = 370,000);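 active means inhibition above the mean inhibition of all tested compounds plus 3 SD, set per campaign, cut at about 52% in these data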;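 further: 0% = DMSO treated cells and 100% = cells given Gossypol at 36 µM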
# NR2F2 inh – inhibitors of human COUP-TFII (NR2F2). P24468. HEK293T NGFI-A luciferase reporter, luminescence. inhibition, % at 8.6 µM. actives 0.7% (n = 370,000). AID 686940;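 active means inhibition above a per-plate cutoff, mean inhibition of test wells between control levels plus 3 SD, cut at about 38% in these data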;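 further: cells cotransfected with COUP-TFII expression vector driving the NGFI-A reporter; 0% = median of COUP-TF2 test wells and 100% = reporter-only cells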
# Target sequence (P24468 whole entry, looked up): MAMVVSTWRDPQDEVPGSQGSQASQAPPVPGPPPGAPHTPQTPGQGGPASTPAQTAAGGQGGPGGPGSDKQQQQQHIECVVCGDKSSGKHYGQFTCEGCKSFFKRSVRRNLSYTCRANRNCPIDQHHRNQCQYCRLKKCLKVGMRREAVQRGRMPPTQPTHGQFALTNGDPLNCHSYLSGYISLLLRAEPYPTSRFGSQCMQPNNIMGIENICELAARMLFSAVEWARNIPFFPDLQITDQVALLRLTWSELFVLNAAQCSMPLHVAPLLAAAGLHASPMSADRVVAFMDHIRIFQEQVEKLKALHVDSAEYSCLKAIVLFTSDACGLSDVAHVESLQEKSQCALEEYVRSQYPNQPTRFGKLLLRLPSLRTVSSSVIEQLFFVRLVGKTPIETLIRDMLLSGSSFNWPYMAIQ
# TWEAK Fn14 block – blocks TWEAK-Fn14 interaction in a reporter cell assay; TWEAK-stimulated Fn14 reporter cells, luciferase luminescence, 8 h; inhibition, % at 10 µM; actives 2% (n = 360,000); AID 1159606; in the data active means inhibition above about 50%
# TRAIL sens C8 – sensitizes caspase-8 expressing cells to TRAIL. NB7+C8 cells + TRAIL, ATPlite viability luminescence. inhibition (viability loss, TRAIL sensitization), % at 10 µM. actives 1% (n = 360,000). AID 624354;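 active means compounds causing at least 50% loss of cell viability in the single-dose screen, relative to plate controls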
# NCOA1 inh – inhibitors of human steroid receptor coactivator 1 (SRC1); HEK293 GAL4-SRC1 luciferase reporter, luminescence; inhibition, % at 3.6 µM; actives 0.12% (n = 360,000); AID 588354;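 active means inhibition above the campaign mean plus 3 SD, with each screening campaign given its own cutoff, cut at about 60% in these data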;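 further: 0% = DMSO treated cells and 100% = gossypol at 36 µM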
# TROY NFkB inh – blocks TROY-dependent signaling in reporter cells | inhibition, % at 10 µM | actives 0.98% (n = 360,000) | Q293 LMP1-TROYcd NF-kB luciferase reporter, 4 h | AID 1347056;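 active means compounds whose plate-normalised and pattern-corrected inhibition of the luciferase reporter signal at the single screening dose is 50% or more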
# NCOA3 inh – inhibits human SRC3 coactivator; inhibition, % at 3.6 µM; HEK293 GAL4-SRC3 luciferase reporter, luminescence; actives 0.17% (n = 360,000); Q9Y6Q9; AID 588352;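 active means inhibition above a per-campaign cutoff, the mean of all compounds plus 3 SD, cut at about 60% in these data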;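 further: 0% = DMSO-treated cells and 100% = gossypol-treated cells at 36 µM; higher means less SRC3-driven luciferase light from the GAL4 reporter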
# NOD2 RIPK2 PPI – NOD2-RIPK2 protein interaction inhibition; O43353; CHO BLA complementation NOD2-RIPK2, CCF4 ratio; inhibition, % at 4.98 µM; actives 0.38% (n = 360,000); AID 624267; in the data active means inhibition above about 21%;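 further: 0% = vehicle only and 100% = reference blocker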
# Target sequence (O43353 whole entry, looked up): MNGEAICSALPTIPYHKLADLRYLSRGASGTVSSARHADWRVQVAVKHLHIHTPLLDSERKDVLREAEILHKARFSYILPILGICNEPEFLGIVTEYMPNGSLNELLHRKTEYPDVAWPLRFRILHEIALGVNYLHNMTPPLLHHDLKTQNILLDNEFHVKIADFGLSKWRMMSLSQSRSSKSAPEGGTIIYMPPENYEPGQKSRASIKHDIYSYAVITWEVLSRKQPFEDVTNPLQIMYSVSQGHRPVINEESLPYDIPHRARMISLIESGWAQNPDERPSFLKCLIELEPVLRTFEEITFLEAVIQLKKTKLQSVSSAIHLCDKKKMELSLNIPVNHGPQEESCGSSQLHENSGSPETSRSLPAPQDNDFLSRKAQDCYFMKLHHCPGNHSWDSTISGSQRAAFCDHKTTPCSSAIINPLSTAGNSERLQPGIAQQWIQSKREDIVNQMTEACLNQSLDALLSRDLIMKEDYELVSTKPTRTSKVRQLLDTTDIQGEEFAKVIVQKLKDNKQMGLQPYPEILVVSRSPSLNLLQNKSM
# An asterisk follows results filed as active; nt = no result given.
SMILES,LRH-1 inv ag,TLR9-MyD88 block,LMP1 NFkB inh,SRC2 inh,NR2F2 inh,TWEAK Fn14 block,TRAIL sens C8,NCOA1 inh,TROY NFkB inh,NCOA3 inh,NOD2 RIPK2 PPI
CCOc1ccc(/C=N/NC(=O)C(C)N(c2ccc(OC)cc2)S(C)(=O)=O)cc1 (centres undefined),-2,-22,-6,12,-14,-16,8,0,2,6,1
COc1cc(NC(=O)CN(c2ccc(C)cc2)S(=O)(=O)c2c(C)nn(C)c2C)cc(OC)c1,-5,-20,5,0,22,22,-2,2,12,16,10
COc1ccc2[nH]c(=O)c(CN(C(C)=O)c3ccc(C)c(C)c3)cc2c1,4,3,5,8,-3,8,9,2,1,6,0
CC(C)N(C(=O)COc1ccc(Br)cc1Cl)C(C)C,-3,-5,5,3,9,7,4,4,25,3,-2
O=C(Oc1ccccc1)N1CCN(C(=O)c2ccco2)CC1,-2,-5,9,-19,-2,-18,18,-2,-8,1,-4
CCCCNC(=O)CSc1nc2cc(OC)c(OC)cc2c(=O)n1Cc1ccc(OC)cc1,1,2,13,3,-11,6,-6,-14,6,-3,5
CC(C)c1cc(NCCOCCO)n2c(nc3ccccc32)c1C#N,41,4,-23,-24,21,12,11,-8,-8,-6,8
Cc1ccc(S(=O)(=O)NCC(=O)OCC(=O)NC(=O)NC2CCCC2)cc1,2,0,-4,4,-10,0,-1,2,-11,7,-9
Clc1ccc(NCc2nnc3n2CCCCC3)cc1,3,5,2,7,-14,-4,-5,-4,-24,9,-3
COc1cc(NC(=O)c2cccnc2)c(Cl)cc1NC(=O)c1ccc(Cl)cc1,22,-6,-1,-1,15,10,-6,-3,2,7,2
O=C(Nc1ccc2c(c1)OCO2)c1ccc(NC2CC2)c([N+](=O)[O-])c1,-57,-9,-35,-53,-16,0,-16,-40,13,-12,-4
O=C(CSc1nnc(C2COc3ccccc3O2)o1)N1CCOCC1 (centres undefined),3,3,-1,-7,15,-3,-16,-13,-6,-11,3
Cc1cc(C)cc(-n2c(O)c(C=NC3CCS(=O)(=O)C3)c3ccccc3c2=O)c1 (centres undefined),9,2,-4,6,1,11,-3,16,-10,16,-24
COc1ccc(-c2cc(=O)c3ccc(O)cc3o2)cc1OC,-12,nt,nt,-35,15,-37,-2,-23,-29,-6,-7
CCOc1ccccc1NC(=O)c1cc(S(=O)(=O)N2CCOCC2)ccc1C,9,-1,-7,-8,5,-7,-7,8,-9,7,-2
CC(NC(=O)CSc1ccc(S(=O)(=O)N2CCOCC2)cn1)c1ccc(Cl)cc1Cl (centres undefined),-7,-5,-49,-10,7,-4,1,-3,22,-2,14
O=c1cc(-c2ccc(O)cc2)oc2c(O)c(O)c(O)c(O)c12,-2,-6,0,-2,-14,9,12,9,0,8,0
CCN1CCN(c2ncnc3c2cnn3-c2ccc(C)cc2C)CC1,-13,0,-20,-4,-2,-15,3,17,5,-3,-6
CN(C(=O)c1ccc2c(=O)n3c(nc2c1)CCCCC3)c1cccc(Cl)c1,-8,-2,-5,-14,-16,-23,-11,-12,2,-1,-9
CC(C)(C)NC(=O)CN(C(=O)Cn1nnc(-c2ccc(Cl)cc2)n1)C1CCN(Cc2ccccc2)CC1,14,-1,-5,nt,nt,0,16,-5,4,6,7
CC(C)[C@H](NC(=O)c1ccccc1F)C(=O)NCc1ccc(S(N)(=O)=O)cc1,-30,-9,2,-3,-10,10,-6,3,14,1,-17
O=C(COc1ccccc1C(=O)NCc1ccccc1)Nc1ccccc1,-26,10,-5,32,1,8,-4,-8,4,-5,-11
COc1ccc(-n2c(Cc3cccn3C)nnc2SCC(=O)Nc2ccc3c(c2)OCO3)cc1,-7,-13,-2,-23,0,33,-3,-10,3,-1,-3
CC(C)c1ccc(NC2CCCN(C(=O)CCN3CCOCC3)C2)cc1 (centres undefined),6,-5,15,6,0,4,-2,9,26,16,4

# Reformatted bar-delimited: two of the compounds above.
mol | LRH-1 inv ag | TLR9-MyD88 block | LMP1 NFkB inh | SRC2 inh | NR2F2 inh | TWEAK Fn14 block | TRAIL sens C8 | NCOA1 inh | TROY NFkB inh | NCOA3 inh | NOD2 RIPK2 PPI
CC(C)[C@H](NC(=O)c1ccccc1F)C(=O)NCc1ccc(S(N)(=O)=O)cc1 | -30 | -9 | 2 | -3 | -10 | 10 | -6 | 3 | 14 | 1 | -17
O=C(COc1ccccc1C(=O)NCc1ccccc1)Nc1ccccc1 | -26 | 10 | -5 | 32 | 1 | 8 | -4 | -8 | 4 | -5 | -11

# (list continues)
SMILES,LRH-1 inv ag,TLR9-MyD88 block,LMP1 NFkB inh,SRC2 inh,NR2F2 inh,TWEAK Fn14 block,TRAIL sens C8,NCOA1 inh,TROY NFkB inh,NCOA3 inh,NOD2 RIPK2 PPI
O=C(Cn1c(-c2ccc(Cl)cc2)noc1=O)N1CCN(c2ccccc2F)CC1,10,-1,0,15,0,22,-2,-10,13,18,-5
CC/C(=N\NC(=O)C1CC1)c1cccc(Cl)c1,-33,0,-12,-14,4,2,-2,-15,5,-6,7
CN(Cc1ccco1)c1ncnc2ccc(-c3ccc4c(ccn4C)c3)cc12,-10,2,19,13,-25,-4,12,-11,0,-31,2
CCCCN(C(=S)Nc1cccc(SC)c1)C1CCN(C(C)=O)CC1,2,-6,-1,-28,-19,1,4,13,13,15,-3
CC[C@]12c3[nH]c4ccc(Cl)cc4c3CCN1C(=O)[C@@H](CC(=O)NCc1ccc(OC)c(OC)c1)C[C@@H]2C(=O)N1CCN(C(=O)c2ccco2)CC1,11,1,-2,-25,-12,10,-2,0,-2,12,-11
Cc1[nH]c2ccc(F)cc2c1CCN(Cc1ccncc1)C(=S)Nc1cccc(F)c1,12,-6,-8,17,8,12,0,4,16,-5,2
COc1ccc(CNC(=O)COC(=O)/C=C/c2ccco2)cc1,9,-1,-8,-19,-4,14,4,10,-6,6,1
COc1ccc(S(=O)(=O)c2ccc(O)cc2)cc1,-5,-13,-5,10,-4,6,-26,6,-4,21,-4
Cc1ccc(S(=O)(=O)CC(c2ccccc2)N2CCCCC2)cc1 (centres undefined),8,-9,-2,-13,-7,0,0,-28,6,19,-4
CC1=NNC(=O)C1CCC(=O)N/N=C/c1ccc(Cl)cc1Cl (centres undefined),2,3,-4,-17,6,-13,-8,10,14,10,-2
O=C(c1ccc2c(c1)OCO2)N1CCc2ccccc21,-14,7,-16,-21,-3,5,-5,-25,-14,-12,-5
O=C(CSc1nnnn1C1CCCC1)NCc1ccc2c(c1)OCO2,21,2,-5,-10,17,8,-12,-8,8,-3,2
Oc1ccc[n+](/C=C\c2ccccc2)c1,-9,-18,1,10,-1,0,-3,-15,-2,6,1
COc1ccc(N2C(=O)c3ccc(C(=O)Nc4cc(OC)ccc4OC)cc3C2=O)cc1,-8,-2,-2,-2,0,38,-18,-1,-38,0,4
Cn1ncc(Cl)c1C(=O)N1CCN(c2ccc(F)cc2)CC1,10,-8,6,1,22,10,6,-30,-4,21,-3
Cc1cc(NC(=O)CCC(=O)N(C(C(=O)NC(C)(C)C)c2ccccc2Cl)C(C)(C)C)no1 (centres undefined),-5,-2,-4,-41,-3,12,-10,3,-5,7,-7
CCN(CC)c1ccc(/C=C2\SC(N)=NC2=O)cc1,-14,9,3,-21,-12,-31,-11,-56,4,-16,8
CC(=O)N1CCC(N(CCCOC(C)C)S(=O)(=O)c2ccc([N+](=O)[O-])cc2)CC1,0,9,-8,-7,-2,23,7,13,6,7,7
CC1=C(C(=O)N(C)C)CC(CC(=O)NCc2cccs2)C(=O)N1Cc1ccc(C(C)(C)C)cc1 (centres undefined),-11,nt,nt,9,9,23,-13,-5,2,13,-2
CCOc1cc(/C=C2/SC(=S)NC2=O)ccc1OC(=O)c1ccco1,-2,-1,-4,-5,-12,23,18,-19,42,5,2
O=C(O)/C=C/C(=O)NCCC(c1ccccc1)c1ccccc1,2,-4,-1,-35,13,1,-2,-4,-3,9,-8
COc1ccc(OC)c(S(=O)(=O)N/N=C(/C)c2ccc3c(c2)OCO3)c1,12,-6,-1,31,-21,-3,13,-2,16,7,7
Cc1cccc(C(=O)Nc2ccc(S(=O)(=O)N3CCOCC3)cc2C)c1,-1,-4,5,3,-5,-9,2,-16,-23,-11,-2
Cc1ccc(CN2CC(N3CCC(c4ccccc4)CC3)CS2(=O)=O)cc1 (centres undefined),-6,nt,nt,-1,9,-6,5,-3,6,-28,-4
N#CCCn1cc(/C=N/NC(N)=S)c(-c2ccc(-c3ccccc3)cc2)n1,48,-2,-12,-2,1,51*,-15,-11,13,11,0
COc1cc(C2C(C#N)=C(N)Oc3cc(C)n(CCN4CCOCC4)c(=O)c32)cc(OC)c1OC (centres undefined),0,-5,0,-5,-3,2,-10,1,9,2,8
COc1ccc(N2CCN(C(CNC(=O)C(=O)NCCC3=CCCCC3)c3ccco3)CC2)cc1 (centres undefined),-16,-1,-19,-5,3,10,28,-1,12,0,-10
CCOC(=O)c1c(C)sc2c1N(C(=O)CN1CCOCC1)c1cc(Cl)ccc1S2,5,3,-3,5,-11,-14,17,-2,2,-3,0
O=S(=O)(Nc1ccc(Cc2ccncc2)cc1)c1ccc(Cl)s1,6,7,-2,15,0,-9,13,-14,18,11,-7
CC(Oc1ccccc1F)C(=O)Nc1ccc2ccccc2c1 (centres undefined),-49,-2,3,-32,-65,-85,15,-81,-34,-124,-11
Cc1ccc(OCC(O)Cn2c(=N)n(CCN3CCOCC3)c3ccccc32)cc1 (centres undefined),13,3,-3,11,13,-12,-15,-20,3,3,-7
CCCCCCn1c(=O)n2n(c1=O)[C@@H]1CN(S(=O)(=O)c3ccc(C)cc3)C[C@]1(O)[C@@H](OC(=O)Nc1c(C)noc1C)C2,5,-5,-10,-6,6,-4,3,-13,9,8,5
COc1ccc(OC)c(N(CC(=O)N2CCCC2)S(C)(=O)=O)c1,-1,-3,-8,7,8,-21,6,13,-1,-1,12
COc1ccccc1N(Cc1cc(=O)[nH]c2ccccc12)C(=O)C(C)C,7,-2,3,-12,25,5,-13,4,1,4,-9
Cc1ccc(S(=O)(=O)Cn2nnnc2CN2CCN(Cc3ccc4c(c3)OCO4)CC2)cc1,0,8,5,7,0,2,-2,-6,6,21,2
O=C(c1cccc(Br)c1)N1CCN(C(=O)N2CCOCC2)CC1,16,-7,-1,12,-12,-23,-18,6,-8,19,4
O=C1NC(=Nc2ccccc2)S/C1=C/c1cccnc1,-3,-13,-1,-21,-4,-11,-9,-8,-33,18,-2
O=C(CCC1CCCN(Cc2ccc(O)c(Cl)c2)C1)NCc1ccccc1F (centres undefined),18,1,-4,24,-9,-5,-8,-5,-5,4,-8
Cc1ccc(CCNC(=O)C2CC(=O)N(CCc3ccccc3)C2)cc1 (centres undefined),8,9,1,0,-27,8,-17,-8,-8,-9,4
CC[n+]1ccc(C(=O)NCc2ccccc2)cc1,19,2,-13,-1,11,-1,-8,4,0,17,-7
CCCS(=O)(=O)N1CCN(C2CCC(C)CC2)CC1 (centres undefined),-4,5,-5,0,-3,1,-4,3,2,3,6
O=C(Cc1ccc2c(c1)OCO2)NN=Cc1ccc([N+](=O)[O-])o1,39,-2,-8,-15,3,23,14,7,-17,5,-4
CCCCCC(O)(CCN1CCCCC1)c1ccccc1 (centres undefined),6,1,-4,-54,13,-2,12,-1,-9,-19,-3

# From PubChem

# An excerpt. The share of hits here may be higher or lower than overall.
